Bioassay records: PubChem, National Center for Advancing Translational Sciences (NCATS)
DRD3 antagonist – antagonists of human D3 dopamine receptor; 2.5% of 360,000 active; P35462; max response, negative = inhibition, %; D3R cells, DiscoveRx beta-arrestin luminescence, antagonist mode; active compounds read low; in the data active = max response below about -50%; inconclusive = no clear call, values can overlap the other calls; note: % is set by controls: 0 for no effect and ±100 for the full control effect; mostly tested at two doses, the higher about 12 µM
Target sequence (P35462 whole entry, looked up): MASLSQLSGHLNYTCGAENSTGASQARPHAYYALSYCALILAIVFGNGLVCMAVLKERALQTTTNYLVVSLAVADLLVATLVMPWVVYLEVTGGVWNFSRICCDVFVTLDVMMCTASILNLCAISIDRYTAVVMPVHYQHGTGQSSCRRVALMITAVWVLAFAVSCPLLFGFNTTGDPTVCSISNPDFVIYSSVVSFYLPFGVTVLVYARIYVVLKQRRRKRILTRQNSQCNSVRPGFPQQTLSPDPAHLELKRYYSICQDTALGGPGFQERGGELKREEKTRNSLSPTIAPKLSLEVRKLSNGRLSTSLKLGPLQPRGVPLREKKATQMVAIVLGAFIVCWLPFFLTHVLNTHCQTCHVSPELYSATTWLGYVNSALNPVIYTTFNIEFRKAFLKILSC
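Cells plated overnight at 1500 cells/well, then exposed to library compounds with dopamine controls for 90 minutes at 37 degrees C. DiscoveRx reagent added for 30–60 minutes at room temperature; luminescence read, quantitative HTS format.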
D3 ag – activates the human D3 dopamine receptor. AID 652048. 0.58% of 410,000 active. D3R DiscoveRx beta-arrestin cells, luminescence, 90 min. max activation, %. P35462; in the data active = max activation above about 30%; note: 0% is about no effect; mostly tested at two doses, the higher about 12 µM
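Cells at 1500/well, incubated overnight, then treated with pinned compounds (dopamine as control) for 90 min at 37 degrees C. DiscoveRx reagent added for 30 - 60 minutes at room temperature; luminescence read.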
HT1080NT lethal – kills 2HG-producing HT-1080-NT fibrosarcoma cells | HT-1080-NT fibrosarcoma viability, CellTiter-Glo ATP luminescence, 48 h | Potency, µM (top dose mostly 46.1 µM), for inactives: top-dose activity, negative = less viability, usual class: cytotoxic | 1.6% of 360,000 active;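 note: NT is the 2HG producing partner of a matched IDH1 knockdown line; potency is the fitted concentration of half-maximal effect; 0% = DMSO-treated cells and -100% = media-only wells without cells; nearly all actives have a fitted effect of over 55% in size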
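Viability by CellTiter-Glo luminescence after 48 h compound exposure at 37C of HT-1080-NT cells (750/well, RPMI, 5% FBS). % activity scaled between DMSO wells and medium-only wells, then curve-fitted and categorized by curve class.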
HT1080 IDH1KD tx – toxicity to HT-1080 IDH1 knockdown cells (counter line); HT-1080 IDH1 knockdown viability, ATP luminescence, 48 h; Potency, µM (series often up to 46.1 µM), without a hit: at the top dose activity, negative = toxicity, most hits filed as cytotoxic; 2% of 360,000 active;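 note: potency is the fitted concentration of half-maximal effect; 0% = DMSO wells and -100% = cell-free medium wells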
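% activity derives from luminescence (CellTiter-Glo), normalised to DMSO and no-cell wells. HT-1080-IDH1KD cells, 750/well, had 48 h compound exposure at 37 °C.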
KB-V1 MDR tox – kills drug-selected multidrug resistant KB-V1 cells; KB-V1 MDR cells viability, CellTiter-Glo, 72 h; Potency, µM (titrated, usually from 46.1 µM), for inactives: top-dose activity change, negative = cytotoxicity, usual class: cytotoxic; 3.4% of 400,000 active; note: potency is the fitted concentration of half-maximal effect; % is set by controls: 0 for no effect and ±100 for the full control effect; nearly all actives have a fitted effect of over 60% in size
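KB-V1 cells (P-gp-expressing MDR subline of KB-3-1) in phenol-red-free DMEM with 10% FBS were exposed to library compounds over a concentration series for 72 h at 37 degrees C. Viability read by CellTiter-Glo luminescence; concentration-effect curves fitted after normalization.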
KB-3-1 cytotox – kills parental KB-3-1 adenocarcinoma cells; KB-3-1 viability, CellTiter-Glo ATP luminescence, 72 h; Potency, µM (titrated, usually from 46.1 µM), inactives show at the top dose activity change, negative = cytotoxic, hits mostly cytotoxic; 1.4% of 400,000 active; AID 1347075; note: potency is the fitted concentration of half-maximal effect; % is set by controls: 0 for no effect and ±100 for the full control effect; nearly all actives have a fitted effect of over 60% in size
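Multi-concentration cytotoxicity screen in KB-3-1 cells grown in DMEM lacking phenol red with 10% FBS. After 72 h at 37 °C with compound, ATP-dependent luminescence was recorded.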
IL-1B inflam inh – inhibitors of inflammasome signaling (IL-1 beta secretion) | THP-1 LPS/ATP IL-1B secretion, AlphaLISA, 16 h; active compounds read low | activity change, % at 57.5 µM | 4.7% of 360,000 active | AID 743279; in the data active = activity change below about -50%; inconclusive = mostly about -30% to -49%; note: % is set by controls: 0 for no effect and ±100 for the full control effect
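Secreted IL-1B measured by AlphaLISA bead assay after 16 h compound exposure of THP-1 cells; compounds (final up to 57.5 uM) added 1 h before LPS (250 ng/mL) and ATP (1.25 mM) stimulation; lower signal means less secretion.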
GLP-1R agonist – activates the human GLP-1 receptor | 0.007% of 380,000 active | P43220 | HEK293 GLP-1R CRE-luciferase, luminescence, 4-6 h; cells express a hypersensitive GLP-1R form | Potency, µM (series often up to 45.6 µM), without a hit: at the top dose activation, hits mostly activators; note: potency is the fitted concentration of half-maximal effect; % of control where 0% means no effect
Target sequence (P43220 whole entry, looked up): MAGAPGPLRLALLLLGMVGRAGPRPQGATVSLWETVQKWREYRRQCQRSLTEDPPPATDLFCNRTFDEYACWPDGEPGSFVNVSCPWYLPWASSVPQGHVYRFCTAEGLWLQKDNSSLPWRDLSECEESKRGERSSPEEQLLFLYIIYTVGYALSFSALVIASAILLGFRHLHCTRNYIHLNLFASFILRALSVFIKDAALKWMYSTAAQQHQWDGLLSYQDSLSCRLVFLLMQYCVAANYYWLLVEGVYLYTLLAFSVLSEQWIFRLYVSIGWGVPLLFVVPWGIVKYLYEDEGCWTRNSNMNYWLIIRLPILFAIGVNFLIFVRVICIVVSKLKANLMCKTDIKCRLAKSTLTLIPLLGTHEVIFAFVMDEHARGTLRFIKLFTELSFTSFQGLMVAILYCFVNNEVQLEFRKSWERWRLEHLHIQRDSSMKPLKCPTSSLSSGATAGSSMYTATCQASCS
SW480 rereplic – DNA re-replication induction in SW480 cells; Potency, µM (doses to about 46.1 µM), without a hit: at the top dose re-replication activation, most hits filed as activators; 1.8% of 340,000 active; AID 624297; SW480 DNA re-replication, Hoechst DNA content imaging, 48 h; note: potency is the fitted concentration of half-maximal effect; % of control where 0% means no effect; nearly all actives have a fitted effect of over 55% in size
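Compounds, transferred as 23 nL by pin tool, were incubated with cells for 48 hr; DNA content per nucleus was then quantified by Hoechst staining and fluorescence plate imaging.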
Numbers without * were called inactive; ? = inconclusive; . = no result given; & = joins results of further samples. Unless noted, calls come from the whole dose curve; as a rule, active = well fitted curve in the direction sought with a large enough effect; inconclusive = small, poorly fitted or top-dose-only effect, or another doubt; inactive = no such curve, though single readings can be large; an effect the other way counts as inactive or inconclusive.

1: CCCc1cc(-c2n[nH]c(=S)n2C(C)c2ccccc2)cs1 (configuration not stated)
2: Cc1cc(Cl)ccc1OCC(=O)NCCCn1ccnc1
3: Cc1c(N=Cc2nc3ccccc3[nH]2)c(=O)n(-c2ccccc2)n1C
4: Cc1ccc(NC(=O)COC(=O)c2cccc3c2C(=O)c2ccccc2C3=O)c(C)c1
5: Cc1ccc(OCC(O)CNS(=O)(=O)c2ccccc2C(=O)N2CCCCC2)cc1 (configuration not stated)
6: Cc1ccc(Cc2cc(-c3ccc(C)cc3)n[nH]c2=O)cc1

assay / compound,1,2,3,4,5,6
DRD3 antagonist,23,-4,-18,53,2,-5
D3 ag,-5,2,-4,22,1,7
HT1080NT lethal,-2%,4%,-2%,5%,-8%,?
HT1080 IDH1KD tx,3%,13%,1%,?,-11%,?
KB-V1 MDR tox,4%,?,3%,?,-9%,-1%
KB-3-1 cytotox,-10%,11%,0%,-13%,2%,0%
IL-1B inflam inh,18,18,11,-20,-7,-12
GLP-1R agonist,2%,-1%,17%,9%,-1%,28%
SW480 rereplic,1%,2%,-10%,?,6%,12%

7: Cc1ccc(OCCCCNC(C)(C)C)c([N+](=O)[O-])c1
8: CC(C)CC(NC(=O)OC(C)(C)C)c1cn([C@@H](CCCCNC(=O)OC(C)(C)C)C(=O)N2CCN(C(=O)OC(C)(C)C)CC2)nn1 (some centres not stated)
9: O=C(Nc1ccccc1)c1cc(S(=O)(=O)N2CCOCC2)cs1
10: COc1ccc(NC(=O)C2CCCN(S(=O)(=O)c3ccc4c(c3)CCCC(=O)N4)C2)cc1OC (configuration not stated)
11: CSc1nc(N)nc2c1ncn2CC(=O)NCCCN1CCCC1=O
12: CC1(c2ccc(Cl)cc2Cl)OCC(Cn2ccnc2)O1 (configuration not stated)

assay / compound,7,8,9,10,11,12
DRD3 antagonist,?,18,-6,.,8,-18
D3 ag,-16,7,-4,6,9,-5
HT1080NT lethal,-2%,-6%,0%,.,10%,?
HT1080 IDH1KD tx,-1%,-6%,-2%,.,3%,?
KB-V1 MDR tox,23µM*,12%,?,6%,1%,-15%
KB-3-1 cytotox,1%,-2%,-24%,?,10%,-25%
IL-1B inflam inh,?,-28,-4,.,0,4
GLP-1R agonist,2%,6%,3%,20%,7%,-10%
SW480 rereplic,-18%,2%,-1%,.,1%,28%

13: C=CCNC(=O)/C(=C\c1ccco1)NC(=O)c1ccco1
14: Nc1ccc(S(=O)(=O)NCC2CCCCO2)cc1 (configuration not stated)
15: Cc1ccc(CNC(=O)COC(=O)c2ccc(S(=O)(=O)N(C)C)cc2)cc1
16: COc1ccc(-c2c(-c3cc(OC)cc(OC)c3)n(C)c3ccc(-c4ccc(OC)c(F)c4)cc23)cc1
17: O=C(c1cn(-c2ccccc2)nc1-c1ccc(Cl)s1)N1CCOCC1
18: CC1(Cc2cccc(C(F)(F)F)c2)C(=O)Nc2c(Cl)ccc(Cl)c21 (configuration not stated)

assay / compound,13,14,15,16,17,18
DRD3 antagonist,20,2,0,-14,20,-24
D3 ag,10,-2,-2,7,-1,1
HT1080NT lethal,17%,0%,14%,1%,-28%,?
HT1080 IDH1KD tx,23%,8%,2%,-2%,?,?
KB-V1 MDR tox,0%,14%,-3%,-21%,-10%,6%
KB-3-1 cytotox,4%,2%,-2%,-1%,7%,0%
IL-1B inflam inh,12,-3,-2,17,-25,55
GLP-1R agonist,-4%,13%,6%,0%,10%,4%
SW480 rereplic,0%,2%,-18%,8%,2%,.

Entries from the list above with nitrogen in an aromatic ring (nine):
1: CCCc1cc(-c2n[nH]c(=S)n2C(C)c2ccccc2)cs1 (configuration not stated)
2: Cc1cc(Cl)ccc1OCC(=O)NCCCn1ccnc1
3: Cc1c(N=Cc2nc3ccccc3[nH]2)c(=O)n(-c2ccccc2)n1C
6: Cc1ccc(Cc2cc(-c3ccc(C)cc3)n[nH]c2=O)cc1
8: CC(C)CC(NC(=O)OC(C)(C)C)c1cn([C@@H](CCCCNC(=O)OC(C)(C)C)C(=O)N2CCN(C(=O)OC(C)(C)C)CC2)nn1 (some centres not stated)
11: CSc1nc(N)nc2c1ncn2CC(=O)NCCCN1CCCC1=O
12: CC1(c2ccc(Cl)cc2Cl)OCC(Cn2ccnc2)O1 (configuration not stated)
16: COc1ccc(-c2c(-c3cc(OC)cc(OC)c3)n(C)c3ccc(-c4ccc(OC)c(F)c4)cc23)cc1

assay / compound,1,2,3,6,8,11,12,16
DRD3 antagonist,23,-4,-18,-5,18,8,-18,-14
D3 ag,-5,2,-4,7,7,9,-5,7
HT1080NT lethal,-2%,4%,-2%,?,-6%,10%,?,1%
HT1080 IDH1KD tx,3%,13%,1%,?,-6%,3%,?,-2%
KB-V1 MDR tox,4%,?,3%,-1%,12%,1%,-15%,-21%
KB-3-1 cytotox,-10%,11%,0%,0%,-2%,10%,-25%,-1%
IL-1B inflam inh,18,18,11,-12,-28,0,4,17
GLP-1R agonist,2%,-1%,17%,28%,6%,7%,-10%,0%
SW480 rereplic,1%,2%,-10%,12%,2%,1%,28%,8%

17: O=C(c1cn(-c2ccccc2)nc1-c1ccc(Cl)s1)N1CCOCC1

assay / compound,17
DRD3 antagonist,20
D3 ag,-1
HT1080NT lethal,-28%
HT1080 IDH1KD tx,?
KB-V1 MDR tox,-10%
KB-3-1 cytotox,7%
IL-1B inflam inh,-25
GLP-1R agonist,10%
SW480 rereplic,2%

(listing goes on)
19: CN1CCN(C(=O)c2cc3cc(Cl)ccc3[nH]2)CC1
20: CC(C)C(=O)Nc1sc2c(c1C(N)=O)CCN(Cc1ccccc1)C2
21: O=C(c1cccnc1)c1cccnc1
22: CC(C)(C)C(=O)/C=C/Nc1ccccc1O
23: Nc1nc(CSc2nnnn2-c2ccc(F)c(Cl)c2)nc(N2CCOCC2)n1
24: Cc1cc(C)c2c(n1)sc1c(-c3ccccc3)c(C#N)c(N)nc12

assay / compound,19,20,21,22,23,24
DRD3 antagonist,4,14,-1,-11,-8,-10
D3 ag,-7,-5,-13,3,3,-6
HT1080NT lethal,4%,-6%,13%,?,-2%,-6%
HT1080 IDH1KD tx,4%,3%,29%,13µM*,0%,-5%
KB-V1 MDR tox,21%,9%,10%,0%,?,-25%
KB-3-1 cytotox,1%,0%,-10%,14%,0%,-12%
IL-1B inflam inh,-3,-17,16,0,7,-1
GLP-1R agonist,13%,9%,-1%,6%,4%,4%
SW480 rereplic,3%,-8%,3%,16%,0%,?

25: COc1cc(S(=O)(=O)N2CCOCC2)ccc1NC(=O)COc1ccc(N(C)S(=O)(=O)c2ccc(C)cc2)cc1
26: CC(C)n1nnnc1-c1ccc(Cl)cc1
27: CCOc1cc2c(cc1C=O)OC(C)C2 (configuration not stated)
28: COc1cccc(CNC(=O)CCCC(=O)NC(C)CCc2ccccc2)c1 (configuration not stated)
29: CC1CCN(S(=O)(=O)c2cccc(C(=O)N(C)C3(C)CCS(=O)(=O)C3)c2)CC1 (configuration not stated)
30: O=C1C=C(c2cccc3c2sc2ccccc23)C[C@@H](c2ccc(Cl)cc2)C1

assay / compound,25,26,27,28,29,30
DRD3 antagonist,-18,1,17,93,-9,0
D3 ag,-14,6,-13,3,1&-17,-7
HT1080NT lethal,-16%,8%,-2%,0%,-7%,-10%
HT1080 IDH1KD tx,-6%,4%,10%,-1%,-1%,-5%
KB-V1 MDR tox,-23%,3%,22%,6%,-10%,0%
KB-3-1 cytotox,-5%,-23%,-7%,15%,-11%,-3%
IL-1B inflam inh,1,18,15,27,-1,15
GLP-1R agonist,1%,10%,-5%,-2%,-3%,3%
SW480 rereplic,?,-10%,-3%,-1%,11%,?

31: Cc1ccc2cccc(Oc3cnccn3)c2n1
32: COc1ccccc1N1CCN(S(=O)(=O)CCNC(=O)C2CCCC2)CC1
33: CC1CCN(C(=O)c2ccc(NC(=O)C3CCCO3)cc2)CC1 (configuration not stated)
34: CCOc1ccc(Cc2nnc(SCC(=O)Nc3c(C)cccc3C)[nH]c2=O)cc1
35: Cc1nc2ccccc2nc1NS(=O)(=O)c1ccc(N)cc1
36: COc1cc(OC)nc(NC(=O)CCl)n1

assay / compound,31,32,33,34,35,36
DRD3 antagonist,5,-4,5,-15,3,-24
D3 ag,0,-18,-4,-15,-4,1
HT1080NT lethal,6%,3%,8%,3%,12%,14%
HT1080 IDH1KD tx,17%,-7%,11%,-2%,0%,16%
KB-V1 MDR tox,-2%,?,-9%,29%,-8%,2%
KB-3-1 cytotox,4%,?,0%,0%,-9%,0%
IL-1B inflam inh,4,0,-8,5,7,-2
GLP-1R agonist,-7%,-2%,-3%,5%,1%,6%
SW480 rereplic,-10%,1%,-10%,0%,0%,-4%

37: COC(=O)c1c(NC(=O)CC2SC(N)=NC2=O)sc2c1CCCC2 (configuration not stated)
38: O=C(CSc1ccc(C(F)(F)F)cc1[N+](=O)[O-])Nc1ccccc1
39: CC[n+]1c(/C=C/N(C)c2ccccc2)oc2ccc(Cl)cc21
40: CCOCCCNC(=O)c1ccccc1OC1CCN(S(C)(=O)=O)CC1
41: COc1ccc(-n2c(=O)c3ccccc3n(CC(=O)NC3CCCC3)c2=O)c(OC)c1

assay / compound,37,38,39,40,41
DRD3 antagonist,10,-15,9,11,4
D3 ag,9,3,9,5,-7
HT1080NT lethal,-24%,-19%,-16%,14%,5%
HT1080 IDH1KD tx,-28%,?,-17%,19%,1%
KB-V1 MDR tox,17%,-2%,-2%,3%,8%
KB-3-1 cytotox,2%,5%,?,16%,4%
IL-1B inflam inh,-16,-7,7,-5,-1
GLP-1R agonist,-4%,1%,2%,9%,-9%
SW480 rereplic,1%,-2%,0%,11%,-7%
